# Screens deposited in PubChem BioAssay by National Center for Advancing Translational Sciences (NCATS).
# Pf growth 48h – Primary qHTS for delayed death inhibitors of the malarial parasite plastid, 48 hour incubation. P. falciparum luciferase growth in erythrocytes, 48 h. Potency, µM (series often up to 28.7 µM), for inactives: at the top dose activity change, negative = inhibition, hits mostly inhibitors. hit rate 5.9% among 310,000. AID 504832, 2011; also: potency is read from the fitted curve at half-maximal effect; % is scaled to controls: 0 for no effect and ±100 for the full control effect
#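 Cell-based growth assay: transgenic P. falciparum expressing firefly luciferase, cultured in red cells within RPMI 1640 containing 0.5% w/v Albumax, 24 mM bicarbonate and gentamycin. A drop in luciferase activity indicates inhibition.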
# HCV inh – qHTS Assay for Inhibitors of Hepatitis C Virus (HCV); Huh7.5.1 HCVcc-Cre infection, luciferase reporter, 44 h; Potency, µM (top dose mostly 41.8 µM), for the others: top-dose activity change, negative = inhibition, usual class: inhibitors; hit rate 3.4% among 340,000; AID 651820, 2012; also: potency is read from the fitted curve at half-maximal effect; % is scaled to controls: 0 for no effect and ±100 for the full control effect
#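 Cells seeded at 1,000/well and cultured 4 h, then compounds added followed by HCVcc-Cre virus (~0.5 moi). After 44 h further culture, luciferase substrate was added, plates held 15 min at room temperature, and luminescence read for 15 sec.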
# LmPK inhibitor – qHTS Assay for Inhibitors of Leishmania Mexicana Pyruvate Kinase (LmPK) | Q27686 | purified LmPK, Kinase-Glo ATP luminescence, 1 h | Potency, µM (titrated, usually from 57.5 µM), for inactives: at the highest dose activity change, negative = inhibition, most hits filed as inhibitors | hit rate 0.37% among 290,000 | AID 1721, 2009; also: potency is read from the fitted curve at half-maximal effect; % is scaled to controls: 0 for no effect and ±100 for the full control effect
# Target sequence (Q27686 whole entry, looked up): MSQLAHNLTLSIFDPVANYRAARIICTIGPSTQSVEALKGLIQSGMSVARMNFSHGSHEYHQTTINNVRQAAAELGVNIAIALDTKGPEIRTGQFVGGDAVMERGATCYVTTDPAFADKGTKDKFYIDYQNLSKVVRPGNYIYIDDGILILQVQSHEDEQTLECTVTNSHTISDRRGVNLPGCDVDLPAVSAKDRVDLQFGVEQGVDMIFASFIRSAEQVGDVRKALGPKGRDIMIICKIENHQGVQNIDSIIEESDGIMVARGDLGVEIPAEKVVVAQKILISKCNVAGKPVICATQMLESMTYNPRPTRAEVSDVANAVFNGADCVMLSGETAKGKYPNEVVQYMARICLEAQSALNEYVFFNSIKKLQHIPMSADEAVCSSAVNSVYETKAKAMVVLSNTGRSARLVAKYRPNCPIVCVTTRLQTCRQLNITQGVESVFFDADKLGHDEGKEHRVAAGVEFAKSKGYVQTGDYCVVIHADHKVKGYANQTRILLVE
#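 Pyruvate kinase activity monitored as ATP production (luciferase luminescence). Conditions: 0.1 nM enzyme, 0.5 mM PEP, 0.1 mM ADP, 1 h, RT; normalized against uninhibited and no-enzyme wells.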
# Shiga toxin inh – A qHTS for Small Molecule Inhibitors of Shiga Toxin. Vero cells, Shiga toxin protein synthesis inhibition reporter. hit rate 9.2% among 290,000. inhibition, % at 38.7 µM; in the data active = inhibition mostly above about 28%, no sharp cut-off; inactive = mostly below about 43%; also: 0% is about no effect
# CHX counter – Cycloheximide Counterscreen for Small Molecule Inhibitors of Shiga Toxin | cell reporter, cycloheximide protein synthesis inhibition counterscreen | max response, % | hit rate 12% among 300,000 | AID 2314, 2010; in the data active = max response mostly above about 13%, no sharp cut-off; inactive = mostly below about 14%; also: read at 38.3 µM for the half of the compounds with a filed dose; 0% is about no effect
# Pf growth 96h – Primary qHTS for delayed death inhibitors of the malarial parasite plastid, 96 hour incubation | AID 504834, 2011 | hit rate 6.9% among 320,000 | Potency, µM (series often up to 28.7 µM), without a hit: at the highest dose activity change, negative = inhibition, usual class: inhibitors | P. falciparum luciferase reporter growth, 96 h; also: potency is read from the fitted curve at half-maximal effect; % is scaled to controls: 0 for no effect and ±100 for the full control effect
#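 Parasite growth measured via integrated firefly luciferase reporter in P. falciparum. Infected erythrocytes at 2% hematocrit, 0.05% parasitemia final were treated 96 hours at 37 C under 5% CO2, and luminescence was read.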
# TbPYK inhibitor – qHTS of Trypanosoma Brucei Inhibitors; pyruvate kinase (Trypanosoma brucei), Q57TT1; TbPYK enzyme, Kinase-Glo Plus ATP luminescence, 45 min; Potency, µM (doses to about 76.8 µM), without a hit: at the highest dose activity, negative = inhibition, hits mostly inhibitors; hit rate 0.12% among 410,000; also: potency is read from the fitted curve at half-maximal effect; % is scaled to controls: 0 for no effect and ±100 for the full control effect; nearly all actives have a fitted effect of over 50% in size
#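 In this concentration-response screen, enzyme-free wells defined baseline while DMSO plates tracked drift. Each reaction combined TbPYK, substrate, compound and 130 uM ADP for 45 min at room temperature. Kinase-Glo Plus luminescence gave the signal.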
# Numbers without * were called inactive; i = inactive; ? = inconclusive; nt = no result given; [ ] = dose if it differs, or a comment. Unless noted, calls follow the shape of the dose curve; as a rule, active = well fitted curve in the direction sought with a large enough effect; inconclusive = small, poorly fitted or top-dose-only effect, or another doubt; inactive = no such curve, though single readings can be large; an effect the other way counts as inactive or inconclusive. An unsorted share of the library. Share with any hit: about 24%.
nr	compound	Pf growth 48h	HCV inh	LmPK inhibitor	Shiga toxin inh	CHX counter	Pf growth 96h	TbPYK inhibitor
1	O=C(Cc1ccccc1)N/N=C/c1ccc(S(=O)(=O)O)o1	5%	10%	4%	-2	-2	23%	2%
2	CC(C)(C)c1cc(C(=O)N2CCc3ccccc32)ccn1	?	-26%	2%	40*	9	10%[5.75 µM]	-1%
3	Cc1c(OC(C)C(=O)NCCN2CCOCC2)ccc2c3c(c(=O)oc12)CCCC3 (configuration not stated)	-19%	?	-9%	-10	1	?	-4%
4	CCCS(=O)(=O)N1CCc2cc(OC)c(OC)cc2C1	nt	4%	2%	22	-2	-11%	-2%
5	CN(C)CCCNc1oc(-c2ccccc2)nc1C#N	nt	-10%	2%	-15	-2	-10%	-4%
6	Cc1cc2ncc(C(=O)Nc3ccsc3C(=O)O)c(C)n2n1	i	10%	25µM*	20	18*	175%[activator]	?
7	O=C(CSc1nc(=O)[nH]c2c1CCCC2)Nc1ccc(F)cc1F	?	-21%	nt	nt	nt	7%	-4%
8	CCc1c(C)c2nncn2[nH]c1=O	0%	-2%	-5%	-6	1	nt	-2%
9	O=C(c1cccc(S(=O)(=O)N2CCOCC2)c1)N1CCN(c2ccccc2)CC1	13%	16%	nt	nt	nt	?	2%
10	COc1ccc(-c2cn[nH]c2-c2ccc(OCc3ccc([N+](=O)[O-])cc3)cc2O)cc1OC	10µM*	?	7%	-4	1	9.3µM*	2%
11	CCC(NC(=O)CCc1c(C)c2cc3c(C)c(C)oc3cc2oc1=O)C(=O)N[C@@H](Cc1ccccc1)C(=O)O (some centres not stated)	-22%	-17%	2%	2	0	?	4%
12	Cc1cc(C)nc(SCC(=O)c2ccc([N+](=O)[O-])cc2)n1	1%	-3%	0%	8	1	0%	-2%
13	Cn1c2cc(Br)sc2c2cnn(Cc3ccc(F)cc3F)c(=O)c21	?	nt	nt	nt	nt	18%	-7%
14	CCOc1ccc(NC(=S)N2CCC(N(C)CCN3CCOCC3)CC2)cc1	-4%	2%	-5%	-1	-3	3%	-3%
15	Cc1ccc(C2NC(=O)CCC2[N+](=O)[O-])cc1 (configuration not stated)	69%[activator]	16%	0%	-4	1	?	-17%
16	O=C(NCCOc1nc(N2CCOCC2)nc(N2CCOCC2)n1)Nc1ccc(Cl)cc1	nt	-16%	7%	-4	-1	?	-1%
17	Cn1c(N)c(C(=O)COC(=O)CNS(=O)(=O)c2ccc(Cl)c(Cl)c2)c(=O)n(C)c1=O	-15%	13%	0%	12	-1	16%	-4%
18	N=C1CCCN1c1ccccc1O	15%	8%	3%	16	1	41%[activator]	3%
19	COc1ccc(C(=O)Nc2ccc3c(c2)OCCO3)cc1	276%[activator]	-4%	25µM*	9	15*	?	-19%
20	CCOC(=O)Cc1csc(NC(=O)CSc2nnc(Cc3csc(N)n3)n2C)n1	?	-5%	-6%	26	9	15%	-3%

# Next part.
# Screens by letter: A = Pf growth 48h; B = HCV inh; C = LmPK inhibitor; D = Shiga toxin inh; E = CHX counter; F = Pf growth 96h; G = TbPYK inhibitor
[21] Cc1ccc(NS(=O)(=O)c2ccc(C)c(C(=O)NCC(c3ccccc3)N(C)C)c2)cc1 (configuration not stated)
  A: ?	B: ?	C: nt	D: nt	E: nt	F: -20%	G: 2%

[22] CC(C)CN=Cc1c(O)c([N+](=O)[O-])cc2oc3c(c12)CCCC3
  A: ?	B: -11%	C: 10µM*	D: -9	E: 2	F: 100%[activator]	G: -22%

[23] O=C(CCn1[nH]c(=O)c2ccccc2c1=O)NCCO
  A: 16%	B: 6%	C: -5%	D: -14	E: -3	F: ?	G: 2%

[24] CC1=C(C(=O)OCC(C)C)C(c2ccc(Br)s2)NC(=O)N1 (configuration not stated)
  A: ?	B: -19%	C: 0%	D: -4	E: -2	F: ?	G: -6%

[25] O=C(Cn1cnc2ccccc2c1=O)NC1CCS(=O)(=O)C1 (configuration not stated)
  A: 49%[activator]	B: 7%	C: nt	D: nt	E: nt	F: ?	G: 4%

[26] CC1(C)CC(=O)C(N=Nc2ccc(OC(F)F)cc2)=C(O)C1
  A: 23%	B: 1%	C: -1%	D: 79*	E: 57*	F: 26%	G: 2%

[27] COc1ccccc1C1CC(=O)NC(C)=C1C(=O)OCC(C)C (configuration not stated)
  A: ?	B: ?	C: 7%	D: -20	E: -4	F: 38%[activator]	G: 1%

[28] Cc1c(CN(C)C)c2c(n1C)C(=O)c1ccc(Br)cc1-2
  A: ?	B: ?	C: 1%	D: -16	E: -3	F: 12µM*	G: 10%

[29] O=C(NCCC1CCCCN1S(=O)(=O)c1ccccc1)C(=O)NCC1CCCO1 (configuration not stated)
  A: 32%[activator]	B: 3%	C: nt	D: nt	E: nt	F: ?	G: -1%

[30] COc1ccc(-c2ccc(N(C)C)cc2)cc1[C@H]1[C@H]2C=CC[C@@H](C)[C@@H]2C(=O)N1Cc1ccccc1
  A: ?	B: 7%	C: -4%	D: -4	E: 6	F: ?	G: -6%

[31] CCOc1ccc(C2NC(=O)c3ccccc3O2)cc1OCC (configuration not stated)
  A: 9%	B: -3%	C: 4%	D: -16	E: -2	F: 13%	G: -1%

[32] CCCCCOc1ccc(C(=O)CCC(=O)NNC(=O)c2ccncc2)cc1
  A: 61%[activator]	B: 10%	C: nt	D: nt	E: nt	F: 40%[activator]	G: 4%

[33] C=CCS(=O)(=O)c1nc2ccccc2s1
  A: ?	B: ?	C: -8%	D: 21	E: 44*	F: ?	G: 0%

# As a short view, some entries already given.
# Screens by letter: A = Pf growth 48h; B = HCV inh; C = LmPK inhibitor; D = Shiga toxin inh; E = CHX counter; F = Pf growth 96h; G = TbPYK inhibitor
[17] Cn1c(N)c(C(=O)COC(=O)CNS(=O)(=O)c2ccc(Cl)c(Cl)c2)c(=O)n(C)c1=O
  A: -15%	B: 13%	C: 0%	D: 12	E: -1	F: 16%	G: -4%

[18] N=C1CCCN1c1ccccc1O
  A: 15%	B: 8%	C: 3%	D: 16	E: 1	F: 41%[activator]	G: 3%

[19] COc1ccc(C(=O)Nc2ccc3c(c2)OCCO3)cc1
  A: 276%[activator]	B: -4%	C: 25µM*	D: 9	E: 15*	F: ?	G: -19%

[20] CCOC(=O)Cc1csc(NC(=O)CSc2nnc(Cc3csc(N)n3)n2C)n1
  A: ?	B: -5%	C: -6%	D: 26	E: 9	F: 15%	G: -3%

[21] Cc1ccc(NS(=O)(=O)c2ccc(C)c(C(=O)NCC(c3ccccc3)N(C)C)c2)cc1 (configuration not stated)
  A: ?	B: ?	C: nt	D: nt	E: nt	F: -20%	G: 2%

[22] CC(C)CN=Cc1c(O)c([N+](=O)[O-])cc2oc3c(c12)CCCC3
  A: ?	B: -11%	C: 10µM*	D: -9	E: 2	F: 100%[activator]	G: -22%

[23] O=C(CCn1[nH]c(=O)c2ccccc2c1=O)NCCO
  A: 16%	B: 6%	C: -5%	D: -14	E: -3	F: ?	G: 2%

[24] CC1=C(C(=O)OCC(C)C)C(c2ccc(Br)s2)NC(=O)N1 (configuration not stated)
  A: ?	B: -19%	C: 0%	D: -4	E: -2	F: ?	G: -6%

[25] O=C(Cn1cnc2ccccc2c1=O)NC1CCS(=O)(=O)C1 (configuration not stated)
  A: 49%[activator]	B: 7%	C: nt	D: nt	E: nt	F: ?	G: 4%

[26] CC1(C)CC(=O)C(N=Nc2ccc(OC(F)F)cc2)=C(O)C1
  A: 23%	B: 1%	C: -1%	D: 79*	E: 57*	F: 26%	G: 2%

[27] COc1ccccc1C1CC(=O)NC(C)=C1C(=O)OCC(C)C (configuration not stated)
  A: ?	B: ?	C: 7%	D: -20	E: -4	F: 38%[activator]	G: 1%

[28] Cc1c(CN(C)C)c2c(n1C)C(=O)c1ccc(Br)cc1-2
  A: ?	B: ?	C: 1%	D: -16	E: -3	F: 12µM*	G: 10%

[29] O=C(NCCC1CCCCN1S(=O)(=O)c1ccccc1)C(=O)NCC1CCCO1 (configuration not stated)
  A: 32%[activator]	B: 3%	C: nt	D: nt	E: nt	F: ?	G: -1%

[30] COc1ccc(-c2ccc(N(C)C)cc2)cc1[C@H]1[C@H]2C=CC[C@@H](C)[C@@H]2C(=O)N1Cc1ccccc1
  A: ?	B: 7%	C: -4%	D: -4	E: 6	F: ?	G: -6%

[31] CCOc1ccc(C2NC(=O)c3ccccc3O2)cc1OCC (configuration not stated)
  A: 9%	B: -3%	C: 4%	D: -16	E: -2	F: 13%	G: -1%
